Compound activity: PubChem, several laboratories
MC4R barr agon – agonists of human melanocortin 4 receptor (MC4R) beta-arrestin. P32245. U2OS MC4R beta-arrestin complementation, luminescence; percent of melanotan II response, DMSO zero. activation, % at 8.9 µM. hit rate 0.98% among 360,000. AID 540308;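 active = activation above a per-plate cutoff, the mean activation of sample wells on that plate plus 3 SD, cut at about 8% in these data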
Target sequence (P32245 whole entry, looked up): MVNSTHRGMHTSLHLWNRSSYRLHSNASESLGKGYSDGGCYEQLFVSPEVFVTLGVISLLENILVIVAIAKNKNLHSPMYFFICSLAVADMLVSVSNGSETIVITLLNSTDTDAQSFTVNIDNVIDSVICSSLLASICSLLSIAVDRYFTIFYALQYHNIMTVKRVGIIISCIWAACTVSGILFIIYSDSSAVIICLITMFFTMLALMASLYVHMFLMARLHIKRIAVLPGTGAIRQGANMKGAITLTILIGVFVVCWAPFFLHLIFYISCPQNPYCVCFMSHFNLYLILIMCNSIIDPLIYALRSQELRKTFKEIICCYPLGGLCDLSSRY
Glyco luc inh – blocks N-linked glycosylation in D54 reporter cells. hit rate 0.23% among 360,000. D54 ERlucT glycosylation luciferase reporter, 24 h; percent of 100 nM tunicamycin response. reporter increase, % at 12.5 µM;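 active = mean luciferase reporter signal, scaled so untreated is 0 and the glycosylation-blocking control 100, at or above a set limit in every replicate; inconclusive = mean reaches the limit but not every replicate does; inactive = mean below the limit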;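 also: luciferase carries N-glycosylation sites so blocking glycosylation raises the light; 0% = median of neutral control wells and 100% = median of 100 nM tunicamycin wells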
PDI turbidity – PDI (human) enzyme inhibition | P07237 | PDI insulin aggregation turbidity, A650, 90 min | inhibition, % at 10 µM | hit rate 0.052% among 350,000;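 active = mean inhibition across replicates of 30% or more, whatever share of single replicates reach that level; inconclusive = mean inhibition below 30% while every single replicate reaches 30%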;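 also: absorbance from insulin aggregation driven by PDI reduction with DTT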
Target sequence (P07237 whole entry, looked up): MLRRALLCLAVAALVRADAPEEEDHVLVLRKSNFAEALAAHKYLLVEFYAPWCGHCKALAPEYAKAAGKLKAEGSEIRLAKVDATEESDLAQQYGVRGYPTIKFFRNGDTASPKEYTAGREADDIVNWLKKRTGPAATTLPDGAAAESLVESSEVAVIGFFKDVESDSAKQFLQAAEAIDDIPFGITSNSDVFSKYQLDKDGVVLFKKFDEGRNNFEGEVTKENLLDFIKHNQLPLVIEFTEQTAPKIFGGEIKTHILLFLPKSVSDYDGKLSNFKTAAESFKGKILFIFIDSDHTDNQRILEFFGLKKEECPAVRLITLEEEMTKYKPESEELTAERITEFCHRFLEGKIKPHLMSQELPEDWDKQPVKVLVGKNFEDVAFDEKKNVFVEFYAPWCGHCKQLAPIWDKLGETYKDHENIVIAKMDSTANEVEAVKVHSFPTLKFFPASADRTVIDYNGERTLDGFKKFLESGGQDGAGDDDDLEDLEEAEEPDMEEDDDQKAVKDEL
ABCB6 inh 2 – inhibitors of human ABC transporter ABCB6; K562-ABCB6 porphyrin accumulation, flow cytometry, 1 h; active compounds read low; fluorescence ratio to DMSO, % at 10 µM; hit rate 0.19% among 360,000;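 active = fluorescence ratio to DMSO below 75%, the collection mean minus 3 SD; inconclusive = too few cells collected in the well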;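 also: signal is porphyrin accumulated inside mitochondria; 100% equals median channel fluorescence of DMSO control wells; lower ratio means ABCB6 inhibition with less porphyrin fluorescence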
aDG glyco act – alpha-DG glycosylation activation. activation, % at 10 µM. Pro5-aDG cells, alpha-DG glycosylation AlphaScreen (IIH6); 0% Pro5, 100% B10-LARGE cell signal. hit rate 0.22% among 360,000;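 active = activation of at least 8% versus controls, or a plate z-score of at least 8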;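 also: Pro5 are CHO cells carrying HIG-tagged alpha-DG that lacks glycosylation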
Vif imaging – inhibitors of HIV Vif; inhibition, % at 7.49 µM; hit rate 0.35% among 340,000; HEK293T cells, Vif self-association by quenched fluorescence, imaging, 24 h; in the data active = inhibition above about 50%, passing the limit was not always enough; inconclusive = no clear call, values can overlap the other calls; inactive = below about 31%; also: some results filed as inactive read as strong as hits
MC4R antagonist – blocks human MC4R cAMP signaling; AID 540295; inhibition, % at 6.5 µM; hit rate 0.48% among 360,000; MC4R-expressing cells, MTII-stimulated cAMP, LANCE TR-FRET;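 active = inhibition above its plate's cutoff, the mean of tested wells on that plate plus 3 SD, cut at about 29% in these data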;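 also: 0% = Melanotan II alone and 100% = Melanotan II plus saturating MCL0020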
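Assay system: U2OS-MC4R stable cell line; Also added: Melanotan II; Technique: Eu-cAMP/anti-cAMP TR-FRET, emission 671 nm; Times: 30-min compound, 1-h challenge, 1-h detection, room temperature.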
H9c2 protect – protects H9c2 cardiomyocytes from peroxide injury; H2O2 injury protection, ATPLite, 2 h; protection from H2O2 cell death, % at 20 µM; AID 588492; hit rate 0.63% among 360,000;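 active = compounds giving at least 50% protection of heart cells from peroxide-induced death in the single-dose screen, raw or plate-pattern-corrected value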;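 also: 0% = DMSO wells with peroxide and 100% = DMSO wells without peroxide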
HTR2A ag – activates the mouse 5-HT2A serotonin receptor; hit rate 0.66% among 360,000; AID 624169; CHO-K1 mHTR2A beta-arrestin complementation, luminescence; percent of 30 µM serotonin response; activation, % at 7.6 µM; P35363;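 active = activation above a run cutoff, the mean activation of all tested compounds plus 3 SD, cut at about 14% in these data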;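 also: 0% = plate median of compound wells and 100% = 30 µM serotonin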
CaV13 FRET inh – Disruptors of the CACNA1D IQ motif to Ca2+-dependent inactivation inhibitor domain association, primary screening, Förster resonance energy transfer in intact living …; HEK cells, CFP/YFP FRET ICDI-IQ, plate reader, 10 min; percent FRET-ratio fall versus neutral wells; inhibition, % at 12.3 µM; hit rate 0.098% among 340,000;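 active = mean replicate inhibition of at least 30% and at least 1% of replicates passing that level; inconclusive = only one of the two criteria is met; inactive = neither criterion is met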;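 also: 0% = median of the neutral control wells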
* = called active by the depositor; u = inconclusive; x = not tested or not shown. Hits appear at their usual frequency, and some 3.6% of all compounds hit somewhere here.

#	Molecule	MC4R barr agon	Glyco luc inh	PDI turbidity	ABCB6 inh 2	aDG glyco act
1	NNC(=O)CNC(c1ccccc1)c1cc(Br)ccc1N (stereo not drawn)	2.1	-2	15	96	-0.2
2	O=C(CN1CCCC1)Nc1nc(-c2ccc(Cl)cc2)cs1	x	-2	x	97	0.0
3	COc1ccc(CNC(=O)COc2ccc(S(=O)(=O)N3CCOCC3)cc2C)cc1	0.3	-1	-2	101	-0.1
4	COc1ccc(NC(=O)CN2CC(c3ccccc3)CC2=O)cc1OC (stereo not drawn)	-2.4	1	x	97	-0.2
5	CC(C)(C)OC(=O)N[C@H](C(=O)OC(C)(C)C)c1ccccc1	-0.8	-3	-3	90	-0.1
6	CC(=O)NC(Cc1cccc(F)c1)C(=O)NC1CCN(c2ncccc2[N+](=O)[O-])CC1 (stereo not drawn)	-4.1	0	-7	94	-0.1
7	COc1ccc(C)cc1NC(=O)CSc1nnc(CC(=O)Nc2ccccc2F)n1C	-2.4	0	-2	98	0.0
8	CC(=O)N1CCC(O)(c2cccc(C(F)(F)F)c2)CC1	-0.3	0	-5	103	0.5
9	CC12CCC3C(C1)C(C(=O)O2)C(=O)OC3(C)C (stereo not drawn)	-1.3	2	1	103	0.0
10	NNC(=O)C1c2ccccc2Oc2ccccc21	-0.2	-1	2	103	-0.1

#	Vif imaging	MC4R antagonist	H9c2 protect	HTR2A ag	CaV13 FRET inh
1	-13	-2	12	-1	-5
2	-1	x	6	-2	x
3	11	-3	2	-1	-4
4	5	12	-3	3	-3
5	0	2	0	-2	-8
6	-1	1	-5	-2	2
7	1	15	-5	-5	-7
8	2	16	-5	6	-7
9	-11	1	-3	6	-6
10	-12	3	0	-1	-19

Next section.
#	Molecule	MC4R barr agon	Glyco luc inh	PDI turbidity	ABCB6 inh 2	aDG glyco act
11	COC(=O)[C@@H](NC(=O)Nc1cccc(Br)c1)C(C)C	2.6	1	9	104	-0.2
12	CS(=O)(=O)Nc1cccc(S(=O)(=O)N2CCN(C(=O)c3ccccc3)CC2)c1	-1.1	-1	-3	98	-0.1
13	O=C(C[C@H]1C/C=C\C[C@@H](Cc2ccc(F)cc2)C(=O)O[C@H](c2ccccc2)CNC1=O)N[C@@H](CO)Cc1ccccc1	1.4	0	-4	91	-0.3
14	COc1ccc2cc(C3c4cc(OC)c(OC)cc4CCN3C(=O)c3ccco3)c(=O)[nH]c2c1 (stereo not drawn)	0.8	-1	6	96	0.3
15	CSc1nc2c(c(=O)n1C)SC(C)C2 (stereo not drawn)	-0.6	4	x	101	4.8
16	CC12CN3CC(C)(CN(C1)C3c1ccc(Br)cc1)C2 (stereo not drawn)	-1.4	1	2	94	0.1
17	Cc1ccc(C(=O)NNC(=O)c2cccc(S(=O)(=O)N3CCN(c4ccccc4)CC3)c2)cc1	-1.8	1	-2	99	0.0
18	C=C1CC[C@@]23CC[C@]4(C)[C@@](OC2=O)([C@@H]3C1)[C@H]1O[C@H]1C1[C@@]2(C)CC[C@H](O)C(C)(C)C2CC[C@]14C (stereo partly drawn)	1.6	-1	x	98	-0.1
19	COc1ccc(NC(=O)COC(=O)c2ccc(S(=O)(=O)N3CCCCC3)cc2)c(OC)c1	1.2	2	6	98	-0.1
20	CCN(CC)C(=O)CSc1nnc(NC(=O)CCc2ccccc2)s1	-1.3	-2	3	104	-0.2

#	Vif imaging	MC4R antagonist	H9c2 protect	HTR2A ag	CaV13 FRET inh
11	3	18	-1	3	5
12	-11	-1	-2	1	0
13	-2	4	36	4	-5
14	-5	-5	2	-4	-3
15	-4	-2	7	-3	-3
16	20	0	0	0	-6
17	-1	7	-5	1	-4
18	-21	1	-1	1	x
19	12	-3	7	4	-7
20	-3	20	0	-1	-14

Remaining list, next part.
#	Molecule	MC4R barr agon	Glyco luc inh	PDI turbidity	ABCB6 inh 2	aDG glyco act
21	CC(C)C[C@@H](CN1CCC[C@@H]1CN1C(=O)C(=O)NC[C@@H]1Cc1ccccc1)N1C[C@H](Cc2ccccc2)N(CC2CCCCCC2)C(=O)C1=O	2.4	-2	-4	100	0.0
22	N#CCSc1nc2[nH]ncc2c(=O)n1-c1ccccc1Br	1.8	0	5	104	0.1
23	COc1ccc(S(=O)(=O)N2CCN(C(=O)c3cc(C4CC4)nn3-c3ccccc3)CC2)cc1OC	-0.4	-1	-7	97	0.5
24	Nc1ccc(Cl)c(-c2nc3ncccc3o2)c1	-3.6	0	-13	85	-0.3
25	COc1ccc(C(C(=O)NCC2CCCO2)N(C(=O)CNC(=O)c2ccco2)c2ccc(C)c(C)c2)cc1OC (stereo not drawn)	-0.8	1	9	106	0.0
26	CN(c1ccc(Cl)cc1)c1cc(=O)n(C)c2ccccc12	3.9	6	-2	90	0.1
27	O=C(Cn1cnc2sc(-c3ccccc3)cc2c1=O)NCCc1ccccc1	-1.6	1	1	87	0.4
28	Cc1cccc(NS(=O)(=O)c2ccc(C3CCCCC3)cc2)n1	-1.6	-1	-6	95	0.1
29	O=C(NCc1ccccc1)C1CCCN1S(=O)(=O)c1ccc(Cl)cc1 (stereo not drawn)	1.6	0	-1	101	0.1
30	COc1ccccc1NC(=O)CSc1nc2ccccc2c(=O)n1CCNC(C)=O	-1.9	2	-2	88	0.0

#	Vif imaging	MC4R antagonist	H9c2 protect	HTR2A ag	CaV13 FRET inh
21	2	4	-9	-5	-5
22	x	-5	2	2	-7
23	3	5	-2	0	-5
24	-3	8	-3	0	x
25	2	-1	-2	-1	-7
26	-12	-11	-6	-2	-6
27	u	3	2	1	x
28	-1	5	-16	2	-9
29	-2	15	-4	-2	-5
30	-3	4	-1	-3	-6

(listing goes on)
#	Molecule	MC4R barr agon	Glyco luc inh	PDI turbidity	ABCB6 inh 2	aDG glyco act
31	Cc1ccc(C(=O)CN2C(=O)C(=O)N(Cc3ccccc3)C2=O)cc1	-2.1	2	1	97	0.5
32	O=C(NCc1nnc(SCC(=O)N2CCCCC2)o1)c1c(F)cccc1Cl	-1.0	1	9	110	0.0
33	O=S(=O)(NC1CCCCC1Nc1ccc(Cl)cc1)c1ccccc1 (stereo not drawn)	4.4	-3	-4	96	0.3
34	Cn1cc(-c2csc(C(C)(O)c3cccc(F)c3)n2)cn1 (stereo not drawn)	-0.7	1	-1	112	0.1
35	Cc1cccc2cc(-c3ccccc3)c(-c3ccccc3)c[n+]12	-2.2	6	1	90	0.7
36	Cc1ccc(NC(=O)CCC(=O)N2CCN(S(=O)(=O)c3ccc(C)cc3)CC2)cc1	-3.3	-3	8	99	-0.2
37	Cc1cccc(Nc2ccc([N+](=O)[O-])cc2C(=O)O)c1	-2.3	-1	-10	98	-0.1
38	CCOC(=O)C1CCCN(C(=O)C2CCN(c3nnc(-n4cccc4)s3)CC2)C1 (stereo not drawn)	-0.9	1	-2	102	0.2
39	O=C(CSc1nnc(-c2ccncc2)o1)NCc1ccccc1	0.5	-1	2	95	0.0
40	CCOc1cc(S(=O)(=O)NC2CC2)c(OCC)cc1-n1cnnn1	0.8	0	-2	108	-0.4

#	Vif imaging	MC4R antagonist	H9c2 protect	HTR2A ag	CaV13 FRET inh
31	1	1	2	-2	-5
32	-5	4	2	-2	-3
33	-3	5	-4	-5	-6
34	-2	3	-4	-5	-5
35	-26	-2	-7	-5	-2
36	13	2	6	-2	-15
37	-1	10	-1	1	-6
38	7	10	17	-7	-7
39	-1	-5	6	3	-5
40	-2	8	2	0	-5

Limited to MC4R barr agon, H9c2 protect and HTR2A ag, for three of the compounds above:
| item | SMILES | MC4R barr agon | H9c2 protect | HTR2A ag |
| --- | --- | --- | --- | --- |
| 31 | Cc1ccc(C(=O)CN2C(=O)C(=O)N(Cc3ccccc3)C2=O)cc1 | -2.1 | 2 | -2 |
| 32 | O=C(NCc1nnc(SCC(=O)N2CCCCC2)o1)c1c(F)cccc1Cl | -1.0 | 2 | -2 |
| 33 | O=S(=O)(NC1CCCCC1Nc1ccc(Cl)cc1)c1ccccc1 (stereo not drawn) | 4.4 | -4 | -5 |

(continued)
#	Molecule	MC4R barr agon	Glyco luc inh	PDI turbidity	ABCB6 inh 2	aDG glyco act
41	Cc1ccc(-c2nnn(CCC(=O)NC(C)(C)C)n2)cc1	-1.7	1	-3	90	-0.1
42	OC1CCN(C(=S)NCCc2ccccc2)CC1	-2.0	1	7	92	0.0
43	CCc1ccc(CN(C)C(=O)CCc2nnc(CCc3cccc(OC)c3)o2)nc1	-0.8	-1	-6	94	-0.4
44	Cc1cccnc1NC(=S)Nc1ccc(F)cc1F	-3.3	1	-1	104	0.6
45	O=C(/C=C/c1ccco1)Nc1ccc(N2CCCC2)cc1	-0.9	4	1	100	-0.4
46	CC1CCCN(C(=O)C2c3ccccc3C(=O)N3CCc4ccccc4C23)C1 (stereo not drawn)	3.1	0	0	109	-0.2
47	Cc1cccc(OCC(=O)Nc2ccc(CN3CCOCC3)cc2)c1C	-2.5	-1	-3	94	0.1
48	Cc1ccc(C(=O)NCCc2ccc(S(=O)(=O)N3CCCC3)cc2)cc1	-0.4	-1	-5	97	-0.1
49	CCN(c1ccc(OCC(=O)OCC(=O)Nc2ccc(F)c(F)c2F)cc1)S(=O)(=O)c1ccccc1	-0.1	1	-16	93	-0.2

#	Vif imaging	MC4R antagonist	H9c2 protect	HTR2A ag	CaV13 FRET inh
41	-2	3	2	0	-8
42	1	0	5	-2	-2
43	2	1	-8	-4	-3
44	-1	-4	-15	-3	-6
45	3	15	9	0	-2
46	-1	-4	2	1	-4
47	x	1	-2	-7	-6
48	7	10	-5	-2	-7
49	10	14	-3	1	x
